Screening data deposited in PubChem by MTDP.
RNase H inhibition = RNase H inhibition, HIV 1 Gag Pol polyprotein, FRET biochemical assay, screening (AID 372). 100,000 compounds, 0.77% hits. HIV-1 RT RNase H, FRET RNA/DNA substrate fluorescence; higher % means a stronger effect. inhibition, % at 10 µM, or IC50 in µM where a hit was titrated; in the data active = inhibition above about 50%
Numbers without * were called inactive. This is a subset (hit frequency here may not be typical).

No. | compound | RNase H inhibition
1 | CN1CCN(C(=O)CN(c2cc(Cl)cc(Cl)c2)S(=O)(=O)c2ccccc2)CC1 | 9.0%
2 | Ic1cccc(CSc2nnnn2-c2ccc3c(c2)OCO3)c1 | 21.0%
3 | COc1ccc(CCNC(=O)C(=O)N/N=C/c2ccccc2[N+](=O)[O-])cc1OC | 0.0%
4 | COc1ccc(C(=O)NNC(=O)CCN2CCCCC2)cc1OC | 6.0%
5 | COc1ccc(NC(=S)NC(NC(=O)c2cccc([N+](=O)[O-])c2)C(Cl)(Cl)Cl)cc1 (centres undefined) | 37.0%
6 | CCCN(CCC)CC(O)COc1ccc2ccccc2c1 (centres undefined) | 14.0%
7 | Cc1ccccc1C(=O)Nc1ccc(NC(=O)c2cccc(Br)c2)cc1 | 0.0%
8 | COc1ccc(NC(=O)C(=O)N/N=C/c2ccncc2)c(OC)c1 | 0.0%
9 | O=C(Cc1ccccc1)N/N=C/c1ccncc1 | 0.0%
10 | CCOC(=O)CNC(=O)C12CC3CC(C1)CC(c1ccc(C)cc1)(C3)C2 | 8.0%
11 | CC(C)(C)c1cc(N=NC(N)=S)cc(C(C)(C)C)c1O | 0.0%
12 | COc1ccccc1NC(=O)C1=C(C)NC(=S)NC1c1ccc(C)cc1 (centres undefined) | 0.0%
13 | O=C(/C=C/c1ccccc1)Nc1ccc(Cl)cn1 | 0.0%
14 | CCc1ccc(OCCN2CCOCC2)cc1 | 50.0%*
15 | CCCCCCCC(=O)c1c(C)[nH]c(C(=O)OCC)c1C | 45.0%
16 | O=c1c2c([nH]c(=S)n1-c1ccccc1)-c1ccccc1CC21CCCCC1 | 17.0%
17 | CCSCCOC(=O)C1=C(C)NC(=O)NC1c1ccc(Cl)c(Cl)c1 (centres undefined) | 22.0%
18 | CCCCOc1cccc(C(=O)NCc2cccnc2)c1 | 5.0%
19 | O=C(Nc1ccccc1)c1ccc(Br)c(S(=O)(=O)NC2CCCCC2)c1 | 13.0%
20 | O=C(O)CCCCCN1C(=O)/C(=C/c2ccc(O)c(O)c2)SC1=S | 53.0%*
21 | Cc1ccc(C)c(N=Cc2c[nH]c3ccccc23)c1 | 6.0%
22 | Cc1ccnc(NS(=O)(=O)c2ccc(NC(=O)c3cccc(Oc4ccccc4)c3)cc2)n1 | 0.0%
23 | O=C(CNC(=O)c1ccc(Cl)cc1)c1ccc(-c2ccccc2)cc1 | 12.0%
24 | CC1(C)N([O-])c2cc([N+](=O)[O-])ccc2[N+]1=O | 14.0%
25 | Cc1nc(SCC(=O)O)[nH]c(=O)c1Oc1ccccc1 | 11.0%
26 | NC(=O)c1ccccc1NC(=O)CCN1C(=O)c2cccc([N+](=O)[O-])c2C1=O | 0.0%
27 | O=c1[nH]cnc2nc(N3CCCCC3)[nH]c12 | 3.0%
28 | O=c1[nH]c(/C=C/c2ccc(Br)cc2)nc2ccccc12 | 4.0%
29 | CC(=O)Nc1ccc(S(=O)(=O)NCc2ccccc2C)cc1 | 8.0%
30 | CC(C)(C)c1ccc(C(=O)Nc2ccc3c(c2)OCO3)cc1 | 7.0%
31 | COc1ccc(C(=O)Oc2ccc(Cl)cc2)cc1S(=O)(=O)N1CCOCC1 | 4.0%
32 | COC(=O)c1c(NC(=O)/C=C/C(=O)O)sc(C)c1-c1cc(C)ccc1C | 2.0%
33 | O=C1c2ccc(Oc3ccc(Oc4ccc5c(c4)C(=O)N(c4cccnc4)C5=O)cc3)cc2C(=O)N1c1cccnc1 | 3.0%
34 | Cc1cc2ncn(S(=O)(=O)c3ccc(C(C)C)cc3)c2cc1C | 7.0%
35 | CCOC(=O)c1cccc(NC(=O)COc2ccccc2Cl)c1 | 11.0%
36 | O=C(O)CCNC(=O)/C(=C\c1ccco1)NC(=O)c1ccco1 | 10.0%
37 | COc1ccc(N(CC(=O)Nc2c(C)n(C)n(-c3ccccc3)c2=O)S(=O)(=O)c2ccc(C)cc2)cc1 | 9.0%
38 | Cc1ccc(N2C(=O)CC(N3CCN(c4ccc([N+](=O)[O-])cc4)CC3)C2=O)cc1 (centres undefined) | 7.0%
39 | CCC1(C)CC(CC(=O)O)(c2ccc(F)cc2)CCO1 (centres undefined) | 7.0%
40 | Cn1cnc2c1c(=O)n(Cc1ccc(Br)cc1)c(=O)n2C | 8.0%
41 | COC(=O)c1c(-c2ccc(C(C)(C)C)cc2)csc1N | 37.0%
42 | NC(=S)N/N=C/c1ccccc1OCc1ccccc1 | 8.0%
43 | CCOc1ccc(N2C(=O)NC(=O)/C(=C/c3ccc(-c4ccc([N+](=O)[O-])cc4C)o3)C2=O)cc1 | 12.0%
44 | CC1=C(C(=O)OCCOc2ccccc2)C(c2ccccc2Cl)NC(=O)N1 (centres undefined) | 14.0%
45 | COc1ccc([N+](=O)[O-])cc1NC(=O)Cc1ccc(OC)c(OC)c1 | 0.0%
46 | O=C(Nc1ccccc1)Nc1nnc(-c2cccc(Br)c2)s1 | 16.0%
47 | COC(=O)C1=C(C)N(C)C(C)=C(C(=O)OC)C1c1cccc(OC)c1 | 24.0%
48 | CCCCOC(=O)C1=C(C)N(C)C(=O)NC1c1cc(OC)ccc1OC (centres undefined) | 11.0%
49 | COc1ccccc1NC(=O)c1cc2c(ccc3ccccc32)oc1=O | 24.0%
50 | COc1ccc(/C=C2\SC(=S)N(c3ccc(C)cc3C)C2=O)cc1OC | 6.0%
51 | Cc1ccc(/C=C2\SC(=S)N(CCC(=O)Nc3cccc(O)c3)C2=O)cc1 | 36.0%
52 | O=C(c1ccccc1)c1ccccc1N/C=C/[N+](=O)[O-] | 0.0%
53 | COC(=O)c1ccc(NC(=O)CC2Sc3ccccc3NC2=O)cc1 (centres undefined) | 2.0%
54 | COc1cc(C(=O)N/C(=C/c2ccc(Br)cc2)C(=O)NC(C)C(=O)O)cc(OC)c1OC (centres undefined) | 3.0%
55 | O=C1c2ccccc2C(=O)c2c(Sc3nc4ccccc4s3)cccc21 | 23.0%
56 | CCOc1cccc(NC(=O)/C(C#N)=C\c2ccc(C(=O)O)cc2)c1 | 6.0%
57 | c1ccc(CCn2c3ccccc3c3nnc(SCc4ccccc4)nc32)cc1 | 10.0%
58 | COc1cccc(/C=C(\C#N)c2nn(-c3ccccc3)c(N)c2C#N)c1 | 13.0%
59 | COc1cccc(C2NC(=O)NC(C)=C2C(=O)OCCOc2ccccc2)c1OC (centres undefined) | 7.0%
60 | N#CC(C#N)=Cc1cn(-c2ccccc2)nc1-c1cc2ccccc2oc1=O | 56.0%*

(cont.)
No. | compound | RNase H inhibition
61 | Cc1ccn2c(-c3csc(Nc4ccc(N)cc4)n3)c(C)nc2c1 | 23.0%
62 | CCOC(=O)c1c(C)oc2cc(Br)c(OCc3ccc([N+](=O)[O-])cc3)cc12 | 0.0%
63 | C/C(=N\NC(=O)c1cc(C(C)(C)C)[nH]n1)c1ccc(Br)cc1 | 9.0%
64 | O=C(Nc1ccc(Br)cc1)c1nn2c(c1Cl)NC(c1ccccc1)CC2C(F)(F)F (centres undefined) | 9.0%
65 | O=C(N/N=C/c1ccc(Cl)cc1)c1ccccn1 | 8.0%
66 | CCn1c2ccccc2c2cc(NC(=O)Cc3ccc(Cl)cc3)ccc21 | 3.0%
67 | COc1ccc(-c2nc3cc(NC(=O)c4ccc5c(c4)OCCO5)ccc3o2)cc1Br | 21.0%
68 | C=C(C)Cn1c(COc2ccc(Cl)cc2)n[nH]c1=S | 3.0%
69 | CCc1c(C)sc(NC(=O)c2cc(OC)cc(OC)c2)c1C(N)=O | 35.0%
70 | C=C(C)COc1cc(O)c2c(=O)cc(-c3ccccc3)oc2c1 | 23.0%
71 | CC(C)CCOc1ccc(C(=O)Nc2sc3c(c2C#N)CCC3)cc1 | 5.0%
72 | O=C(N/C(=C/c1cccc(Br)c1)c1nc2ccccc2[nH]1)c1ccccc1 | 8.0%
73 | O=C(NC1CCCCC1)C1CC2c3ccccc3C1c1ccccc12 (centres undefined) | 6.0%
74 | O=C1ON=C(c2ccccc2)/C1=C\c1cccc(O)c1 | 0.0%
75 | Cc1cccc(N2C(=O)NC(=O)/C(=C/c3ccc(Cl)c(Cl)c3)C2=O)c1 | 19.0%
76 | COc1ccc(OC)c(/C=C/C(=O)c2ccc(OC)cc2OC)c1 | 0.0%
77 | CCOC(=O)/C(N=Nc1ccc(NC(=O)c2ccccc2)cc1)=C(/C)O | 5.0%
78 | Cc1cc2c(N=NC(=O)c3ccccc3I)c(O)[nH]c2cc1Br | 6.0%
79 | COCCCNC(=O)c1ccc(Cl)c([N+](=O)[O-])c1 | 0.0%
80 | CCCN1C2=NC(=O)/C(=C\c3ccc([N+](=O)[O-])o3)N2c2ccccc21 | 9.0%
81 | CCOc1ccccc1NC(=O)c1c(NC(=O)C(C)(C)C)sc2c1CCCC2 | 6.0%
82 | COc1ccc(CN2CCN(Cc3cccc(F)c3)CC2)c(OC)c1 | 6.0%
83 | COc1cc(NC(=O)COc2ccc(C(C)(C)C)cc2)c(C(=O)O)cc1OC | 0.0%
84 | CCN(CC)c1nc(C)cc(COC)c1C#N | 0.0%
85 | O=C(NC(=S)Nc1ccc(-c2nc3ncccc3o2)cc1)c1ccccc1F | 10.0%
86 | Brc1ccc(-c2nc(-c3ccccc3)nc(-c3ccccc3)n2)cc1 | 4.0%
87 | Cc1ccccc1NC(=O)C(=O)NCCc1ccccc1 | 3.0%
88 | CN(C)c1ccc(NC(=O)c2cc(Cl)ccc2Cl)cc1 | 15.0%
89 | N#Cc1ccc(N2C(=O)C3C4C=CC(O4)C3C2=O)cc1 (centres undefined) | 4.0%
90 | O=C(NC1(Cc2ccc(O)cc2)CCCCC1)c1ccccc1 | 9.0%
91 | COCCOC(=O)c1c(C)oc2ccc(OCc3ccccc3Cl)cc12 | 14.0%
92 | CCCCOC(=O)c1ccc(NC(=O)c2cc(OCC)c(OCC)c(OCC)c2)cc1 | 16.0%
93 | CN1CCN(C(=O)c2ccccc2NC(=O)c2cccs2)CC1 | 5.0%
94 | CCOC(=O)C1=C(C)N=c2s/c(=C\c3ccc(-c4cc([N+](=O)[O-])ccc4OC)o3)c(=O)n2C1c1ccccc1 (centres undefined) | 0.0%
95 | Cn1c(=O)c2c(ncn2CC(=O)Nc2nc3ccccc3s2)n(C)c1=O | 8.0%
96 | Cc1ccc(N(CC(N)=O)S(=O)(=O)c2ccccc2)cc1 | 2.0%
97 | Cc1cc(N2CCN(C3CCCCC3)CC2)n2c(nc3ccccc32)c1C#N | 14.0%
98 | COc1ccccc1NC(=S)NC(=O)c1ccccc1OC | 12.0%
99 | COc1ccc(CC(C)N2CCN(c3cccc(C)c3C)CC2)cc1OC (centres undefined) | 9.0%
100 | CCCOc1cccc(-c2nnc(NC(=O)Nc3cccc(Cl)c3)s2)c1 | 16.0%
101 | O=C(Nc1cccc(Cl)c1)OCCOc1ccc(Br)cc1 | 21.0%
102 | CC1(C)CC(=O)c2nc(NC(=O)CSC(=O)c3ccccc3)sc2C1 | 4.0%
103 | O=C1OC(c2ccc(F)cc2)/C(=C(\O)c2ccccc2)C1=O (centres undefined) | 0.0%
104 | Nc1cccc(NC(=O)c2ccc(Cl)cc2Cl)c1 | 0.0%
105 | O=C(C[n+]1ccc(NC(=O)c2ccccc2)cc1)c1ccccc1 | 1.0%
106 | CC1=CCC(/C=N\Nc2nnc3c(n2)[nH]c2ccccc23)CC1 (centres undefined) | 4.0%
107 | Cc1cn2c(=O)c3ccccc3nc2nc1Nc1ccccc1C(=O)O | 0.0%
108 | NC(CC(=O)OC1CCCCC1)C(=O)OC1CCCCC1 (centres undefined) | 0.0%
109 | Cc1ccc([N+](=O)[O-])cc1N=Cc1cc(Br)ccc1O | 7.0%
110 | O=C(Nc1ccccc1)Nc1cccc(Cl)c1Cl | 0.0%
111 | Cc1c(NC(=O)c2cc3nc(-c4ccc(Cl)cc4)cc(C(F)(F)F)n3n2)c(=O)n(-c2ccccc2)n1C | 10.0%
112 | CCCOP(=O)(OCCC)C(Nc1ccc(Cl)cc1)c1ccc(Br)cc1 (centres undefined) | 15.0%
113 | COC(=O)c1ccccc1-c1ccc(/C=C2/SC(=S)NC2=O)o1 | 6.0%
114 | CCOC(=O)c1ccc2c(c1)C(=O)N(c1cc(Cl)ccc1Cl)C2=O | 7.0%
115 | CS(=O)(=O)N(CC(=O)N1CCc2ccccc2C1)c1ccc(Cl)cc1 | 15.0%
116 | CCOc1ccccc1N(CC(=O)Nc1ccccc1)S(=O)(=O)c1ccccc1 | 4.0%
117 | Cc1c(Cl)cccc1-c1ccc(C(=O)N2CCN(c3ccc([N+](=O)[O-])cc3)CC2)o1 | 31.0%
118 | COC(=O)C1=C(C)NC2=C(C(=O)CC(c3ccc(OC)cc3)C2)C1c1ccccc1F (centres undefined) | 21.0%
119 | CCCCC(=O)Nc1ccc(Cl)c([N+](=O)[O-])c1 | 8.0%
120 | C/C(=N\NC(=O)c1cc(C2CC2)[nH]n1)c1ccc2ccccc2c1 | 10.0%

(continued)
No. | compound | RNase H inhibition
121 | CCOC(=O)c1c(NC(=O)c2ccc(F)cc2)sc(C(=O)Nc2cc(C(F)(F)F)ccc2Cl)c1C | 2.0%
122 | Cc1ccc(C(=O)N/C(=C/c2cccs2)c2nc3ccccc3[nH]2)cc1 | 7.0%
123 | Cc1cc(C)c(S(=O)(=O)Nc2ccc(C(C)C)cc2)c(C)c1 | 9.0%
124 | CN(c1ccc(O)cc1)c1nc(O)c(C2=c3ccccc3=NC2=O)s1 | 12.0%
125 | CCSCCOC(=O)C1=C(C)NC2=C(C(=O)CC(C)(C)C2)C1c1ccc(OC)cc1OC (centres undefined) | 5.0%
126 | CCn1c2c(c3cc(OCC(C)C)ccc31)CCCC2=O | 19.0%
127 | CCOC(=O)CCc1c(C)nc2cc(-c3ccc(Br)cc3)[nH]n2c1=O | 6.0%
128 | CCOC(=O)C1CCN(S(=O)(=O)c2ccc(NC(C)=O)cc2)CC1 | 1.0%
129 | COC(=O)C12CC3CC(CC(C(=O)OC)(C1)C3=O)C2=O | 2.0%
130 | CN(C)CCNC(=O)c1ccc(I)cc1 | 2.0%
131 | COC(=O)c1cc2nc(-c3ccc(F)cc3)cc(C)n2n1 | 28.0%
132 | COc1cc(C(=O)Nc2ccc(-c3nc4ncccc4o3)cc2)cc(OC)c1OC | 9.0%
133 | COC(=O)c1ccccc1NC(=O)c1ccccc1Cl | 20.0%

Three of the compounds above, as labelled records.
(127) CCOC(=O)CCc1c(C)nc2cc(-c3ccc(Br)cc3)[nH]n2c1=O
- RNase H inhibition: 6.0%
(128) CCOC(=O)C1CCN(S(=O)(=O)c2ccc(NC(C)=O)cc2)CC1
- RNase H inhibition: 1.0%
(129) COC(=O)C12CC3CC(CC(C(=O)OC)(C1)C3=O)C2=O
- RNase H inhibition: 2.0%
